Screening data deposited in PubChem by National Center for Advancing Translational Sciences (NCATS).
KCNH2 3.1 block – blocks the human KCNH2 3.1 channel isoform. 0.95% of 340,000 active. activity change, % (tested at about 1.8 µM). U2OS KCNH2 3.1, thallium flux FluxOr; stronger effect = lower value;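 active means maximum activity change below -70%; inconclusive means maximum activity change from -70% to -50%; inactive means maximum activity change above -50%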;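 further: thallium influx rate constant from kinetic fluorescence after stimulation buffer; on the % scale 0 is the no-effect control and ±100 the full control effect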
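Kinetic fluorescence (2 min after stimulation buffer) measures Tl+ influx through KCNH2 3.1 expressed by viral transduction in U2OS cells; the rate constant is normalized against DMSO controls serving as positive and negative references.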
MLL CXXC-DNA inh – inhibitors of human MLL CXXC domain-DNA interaction; Potency, µM (series often up to 115 µM), for inactives: top-dose activity change, negative = inhibition, usual class: inhibitors; Q03164; 0.037% of 290,000 active; MLL-CXXC / FITC-HOXA9 DNA fluorescence polarization; active means well fitted inhibition curve with a large enough effect in the polarisation, with a control signal flat, not every such curve was filed as active; inconclusive means small, poorly fitted or top-dose-only effect, or effect the other way, or a change in a side signal; inactive means no such curve, though single readings can be large or run the other way; the % refers to the polarisation; further: potency means the concentration at half of the fitted maximal effect
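Purified MLL-CXXC (added from a 7 uM solution) was preincubated 5 min at ambient with pinned compounds in 50 mM Tris-HCl pH 7.5, 50 mM NaCl, 1 mM DTT, 0.05% BSA. Fluorescein-labeled HOX-A9 DNA (50 nM solution) followed, 30 min, then polarization read.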
GALK inhibitor – galactokinase (human) inhibition. 0.007% of 270,000 active. Potency, µM (titrated, usually from 57.5 µM), for inactives: at the highest dose activity change, negative = inhibition, hits mostly inhibitors. Purified GALK, Kinase-Glo residual ATP luminescence; further: potency means the concentration at half of the fitted maximal effect; on the % scale 0 is the no-effect control and ±100 the full control effect
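ATP-depletion format; final 35 uM ATP, 100 uM D-galactose, 5 nM enzyme; pH 8.0 HEPES/Mg2+ buffer; 60 min RT; luminescence read 10 min after detection reagent.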
KCNH2 WT inh – KCNH2 (human, wildtype) channel inhibition. Q12809. U2OS, BacMam KCNH2, thallium flux FluxOr; stronger effect = lower value. activity change, % at 1.84 µM. 0.37% of 340,000 active. AID 720551;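 active means maximum activity change below -70%; inconclusive means maximum activity change between -70% and -50%; inactive means maximum activity change above -50%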; further: on the % scale 0 is the no-effect control and ±100 the full control effect
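U2OS cells transduced with wild-type KCNH2 virus are loaded with FluxOr dye for 45 min, and thallium flux is measured in kinetic reads before and after stimulation buffer. Rate constants are normalized to DMSO controls.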
S-ASM inh – blocks human secretory acid sphingomyelinase; P17405; placental ASM, HMU-PC fluorogenic substrate, 60 min; Potency, µM (doses to about 57.5 µM), for the others: top-dose activity change, negative = inhibition, usual class: inhibitors; 0.006% of 340,000 active; further: potency means the concentration at half of the fitted maximal effect
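Fluorogenic HMU-PC substrate (9 uM final) is turned over by placental ASM in 60 min at 37 C after a 10 min compound preincubation. Reaction ended by alkaline stop (pH 10), with fluorescence read at 386/447 nm.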
TRPV1 agonist – agonists of human vanilloid receptor 1 (TRPV1); AID 540275; activation, % at 8.33 µM; 0.19% of 320,000 active; TRPV1-expressing cells, Fluo-8 calcium influx, agonist mode; Q8NER1; in the data active means activation above about 80%; inconclusive means between about 30% and that limit; further: 0% is about no effect
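Cells expressing TRPV1 were dye-loaded with Fluo-8 and read kinetically: 10 s baseline, 3 min after compound (agonist portion), then 2 min after EC20 capsaicin (allosteric enhancer portion). Calcium-bound dye fluorescence at 480/520 nm.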
MBNL1-CUG inh – blocks human MBNL1 binding to CUG repeat RNA; 0.036% of 280,000 active; Potency, µM (series often up to 57.5 µM), for the others: top-dose activity change, negative = inhibition, usual class: inhibitors; TR-FRET MBNL1-His/biotin-(CUG)12 binding, 665/545 ratio; Q9NR56; AID 2675; active means well fitted inhibition curve with a large enough effect in the signal ratio, with a control signal flat, not every such curve was filed as active; inconclusive means small, poorly fitted or top-dose-only effect, or effect the other way, or a change in a side signal; inactive means no such curve, though single readings can be large or run the other way; the % refers to the signal ratio; further: potency means the concentration at half of the fitted maximal effect; on the % scale 0 is the no-effect control and ±100 the full control effect
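Ratiometric TR-FRET (665 over 545 nm, excitation 340 nm) tracks disruption of MBNL1-His/biotin-(CUG)12 complex after 60 min at room temperature, with compounds at 92 nM to 58 uM final.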
FBPA coupling cs – coupling enzyme interference in Giardia aldolase counter-screen | 0.67% of 290,000 active | coupling enzyme system counterscreen, AmpLite Red fluorescence | activity change, negative = inhibition, % at 58.2 µM, hits read low; in the data active means activity change below about -30%; further: on the % scale 0 is the no-effect control and ±100 the full control effect
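Counterscreen lacking aldolase: glyceraldehyde-3-phosphate coupling-enzyme reagent preincubated 10 min at RT with compound (at 57.5 uM final), then substrate/coupling system with AmpLite Red added; fluorescence read at 525/598 nm after 20 min RT.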
a7 integrin act – integrin-mediated muscular dystrophy alleviation activation | alpha7betagal myoblasts, beta-gal FDG fluorescence, 48 h | Potency, µM (doses to about 38.3 µM), without a hit: at the top dose activation, hits mostly activators | 0.064% of 350,000 active;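 further: potency means the concentration at half of the fitted maximal effect; 100% = response of the positive control SU9516; nearly all actives have a fitted effect of over 60% in size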
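alpha7betagal+/- myoblasts (passage 13, 250/well) treated 48 h at 37C with compounds at 1:260 dilution of DMSO stock. Lysed, then beta-galactosidase activity read as FDG fluorescence (ex 480/em 540) after 30 min, with pre-read for autofluorescence.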
A-T KAP1 phos – potential ataxia-telangiectasia treatments restoring KAP-1 phosphorylation. […] A-T fibroblasts, KAP-1 phosphorylation AlphaLISA; neocarzinostatin DNA damage 30 min before lysis. Potency, µM (doses to about 57.5 µM), without a hit: at the top dose activation, actives largely listed as activators. 0.19% of 320,000 active. AID 485349; further: potency means the concentration at half of the fitted maximal effect; % of control where 0% means no effect; nearly all actives have a fitted effect of over 45% in size
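hTERT-immortalized A-T patient fibroblasts ([…]), 500 cells/well in OPTI-MEM, 1% FBS, got compounds for 60 min, then NCS for 30 min at 37C. Lysates were then assayed for phospho-KAP-1 by AlphaLISA (anti-pKAP1 donor, anti-KAP1 acceptor beads), 6 hr at 25C.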
Active calls of the source: *; i = inactive; ? = inconclusive; / = no result given; [ ] = remark or other dose. Unless noted, the call rests on the fitted dose curve; in most records, active means well fitted curve in the direction sought with a large enough effect; inconclusive means small, poorly fitted or top-dose-only effect, or another doubt; inactive means no such curve, though single readings can be large; an effect the other way counts as inactive or inconclusive.

1) COc1ccc(C(=O)C2CCCN(C(=O)c3cnsn3)C2)c(C)c1 (stereo not drawn)
2) O=C(O)Cn1nnc(-c2ccc(OCc3ccccc3)cc2)n1
3) COc1ccccc1CNC(=O)[C@H](CCSC)NC(=O)[C@@H]1Cc2ccccc2CN1
4) CCCCNC(=O)CC1SC(=NCC)N(CC)C1=O (stereo not drawn)
5) Cc1ccc(N(CC(=O)NCCSc2ccccn2)S(=O)(=O)c2ccc(F)cc2)cc1
6) O=C1CCCc2oc3c(c21)CCCC3
7) CC(=O)Nc1cccc(NC(=O)CSc2ncc(C(=O)Nc3ccccc3)c(=O)n2C)c1
8) NC(=O)c1nsc(C(=O)N(c2cccc(F)c2)C(C(=O)NC2CCCC2)c2ccco2)c1N (stereo not drawn)
screen / no.,1,2,3,4,5,6,7,8
a7 integrin act,?,1%,3%,-11%,2%,19%,17%,-50%[inhibitor]
KCNH2 WT inh,5,-3,11,-9,-3,5,-4,-4
FBPA coupling cs,4,/,-1,2,-1,-1,/,1
A-T KAP1 phos,-8%,/,-4%,0%,2%,-7%,7%,5%
MBNL1-CUG inh,2%,/,-9%,-4%,-8%,5%,/,-16%
TRPV1 agonist,2,/,1,-3,?,16,1,0
MLL CXXC-DNA inh,-5%,/,-5%,-3%,-8%,5%,/,1%
KCNH2 3.1 block,13,-22,-3,-4,5,5,-9,10
S-ASM inh,4%,14%,2%,-1%,-1%,3%,-4%,198%[activator]
GALK inhibitor,0%,/,/,-1%,-1%,1%,/,8%

9) CC(=O)Cn1c(CN2CC(C)CC(C)C2)nc2c1c(=O)n(C)c(=O)n2C (stereo not drawn)
10) Cc1cc(F)ccc1S(=O)(=O)Nc1ccc(O)c(Sc2ncn[nH]2)c1
11) CCN1CCN(C(=O)c2cc(COc3ccc4ncccc4c3)on2)CC1
12) CC(C)c1ccc(OCCCCN2CCCCC2)cc1
13) CCC(C)c1ccccc1NC(=O)COC(=O)c1ccc(C)c(NC(=O)c2ccco2)c1 (stereo not drawn)
14) Nc1ccccc1S(=O)(=O)C(F)F
15) COC(=O)NC1CSCC1OC(=O)CCN1C(=O)c2ccccc2C1=O (stereo not drawn)
16) CC(C)CNC(=O)c1ccc(C2SCC(=O)N2Cc2ccccc2)cc1 (stereo not drawn)
screen / no.,9,10,11,12,13,14,15,16
a7 integrin act,-26%,?,-31%[inhibitor],-69%[inhibitor],27%,-9%,2%,-3%
KCNH2 WT inh,0,6,10,28,0,-1,-3,4
FBPA coupling cs,3,-11,1,0,0,1,-2,0
A-T KAP1 phos,6%,-11%,3%,-5%,6%,-6%,4%,-1%
MBNL1-CUG inh,-5%,4%,-7%,-2%,-2%,-3%,10%,-9%
TRPV1 agonist,9,1,3,1,2,-5,-2,28
MLL CXXC-DNA inh,6%,-3%,-10%,-10%,8%,-9%,1%,-6%
KCNH2 3.1 block,20,10,-8,?,-3,-10,-30,7
S-ASM inh,-1%,6%,-1%,-5%,-2%,3%,3%,4%
GALK inhibitor,4%,11%,-2%,-2%,-2%,-2%,3%,3%

3 compounds from above, sorted by SMILES length, lowest first:
11) CCN1CCN(C(=O)c2cc(COc3ccc4ncccc4c3)on2)CC1
10) Cc1cc(F)ccc1S(=O)(=O)Nc1ccc(O)c(Sc2ncn[nH]2)c1
9) CC(=O)Cn1c(CN2CC(C)CC(C)C2)nc2c1c(=O)n(C)c(=O)n2C (stereo not drawn)
screen / no.,11,10,9
a7 integrin act,-31%[inhibitor],?,-26%
KCNH2 WT inh,10,6,0
FBPA coupling cs,1,-11,3
A-T KAP1 phos,3%,-11%,6%
MBNL1-CUG inh,-7%,4%,-5%
TRPV1 agonist,3,1,9
MLL CXXC-DNA inh,-10%,-3%,6%
KCNH2 3.1 block,-8,10,20
S-ASM inh,-1%,6%,-1%
GALK inhibitor,-2%,11%,4%

Other results:
17) COc1ccc(OC)c(NC(=O)c2cc(-c3ccc(C)cc3O)n[nH]2)c1
18) C=C(C)COc1ccc(-c2nc(N)nc(C)c2-c2ccc(OC)cc2)c(O)c1
19) CCOC(=O)c1cc2c(=O)n3ccccc3nc2n(C)c1=NC(=O)c1c(-c2c(F)cccc2Cl)noc1C
20) CC(C)CN(C(=O)c1cccc(S(=O)(=O)N2CCCCC2)c1)C1CCS(=O)(=O)C1 (stereo not drawn)
21) O=C(C1CCCO1)N1N=C(c2ccc(Br)cc2)CC1c1ccco1 (stereo not drawn)
22) O=C(Cc1cccs1)N1CCCC(c2nc3c(nnn3Cc3cccc(Cl)c3)c(=O)[nH]2)C1 (stereo not drawn)
23) COc1ccc(Cc2nnc(SCc3nc4ccccc4c(=O)[nH]3)n2C)cc1
24) COc1ccc(C(=O)CC(=O)C(=O)Nc2ccc(C)c(Cl)c2)cc1
screen / no.,17,18,19,20,21,22,23,24
a7 integrin act,-35%,-18%,-14%,29%,-18%,8%,-6%,?
KCNH2 WT inh,11,-7,-5,-35,-16,16,7,-11
FBPA coupling cs,1,-7,/,1,3,2,4,3
A-T KAP1 phos,1%,-7%,/,6%,2%,-4%,2%,-9%
MBNL1-CUG inh,-7%,127%[activator],/,4%,?,-13%,-2%,2%
TRPV1 agonist,-1,-1,/,1,-4,-2,-4,?
MLL CXXC-DNA inh,39%[activator],2%,/,11%,1%,-10%,0%,-6%
KCNH2 3.1 block,13,-7,12,-4,21,14,-1,2
S-ASM inh,0%,-3%,i,1%,1%,-27%,-1%,0%
GALK inhibitor,0%,/,/,5%,0%,4%,2%,-2%

A few values from above.
NC(=O)c1nsc(C(=O)N(c2cccc(F)c2)C(C(=O)NC2CCCC2)c2ccco2)c1N (stereo not drawn) in KCNH2 3.1 block has 10
CC(C)CN(C(=O)c1cccc(S(=O)(=O)N2CCCCC2)c1)C1CCS(=O)(=O)C1 (stereo not drawn) in GALK inhibitor has 5%

Additional results follow.
25) CC(=O)Nc1nc(C(F)(F)F)cs1
26) NC(=O)c1ccsc1NC(=O)CSc1n[nH]c(N)n1
27) Cc1c(C(=O)OCC(=O)NCCN2C(=O)CSC2=O)oc2c1ccc1ccccc12
28) N#Cc1c(NC(=S)NC(=O)c2ccccc2)sc2c1CCCC2
29) CC(C)C(C)(C#N)NC(=O)CSc1nnc(-c2ccncc2)n1Cc1ccccc1 (stereo not drawn)
30) CC(NC(=O)Nc1ccc(F)cc1)c1ccc2c(c1)OCO2 (stereo not drawn)
31) CC(C)=CCc1c(O)ccc(C2COc3c(CC=C(C)C)c(O)cc(O)c3C2=O)c1O (stereo not drawn)
32) O=C(Oc1cccc2c(O)cccc12)c1ccccc1Cl
screen / no.,25,26,27,28,29,30,31,32
a7 integrin act,13%,22%,-10%,15%,3%,?,13%,0%
KCNH2 WT inh,-12,-10,-1,0,3,-7,-12,-2
FBPA coupling cs,4,/,0,0,1,0,/,/
A-T KAP1 phos,-3%,5%,2%,1%,2%,9%,/,/
MBNL1-CUG inh,-2%[11.5 µM],/,43%[activator],/,7%,-5%,/,/
TRPV1 agonist,0,/,-1,4,-1,?,/,/
MLL CXXC-DNA inh,-1%,/,7%,-6%,0%,?,/,/
KCNH2 3.1 block,9,-3,3,-4,13,5,-3,12
S-ASM inh,-1%,0%,-11%,-8%,-4%,3%,6%,-4%
GALK inhibitor,/,/,-1%,1%,2%,-1%,/,/

33) c1coc(-c2ccnc3nc(-n4cccc4)nn23)c1
34) CCC(=O)c1ccc(OCC(O)CN(CCc2ccccc2)Cc2ccccc2)cc1 (stereo not drawn)
35) CC(C)(C)c1ccc(CN(Cc2ccco2)Cc2nnnn2C2CCCC2)cc1
36) CCOC(=O)c1c(C)[nH]c(C)c1C(=O)CSc1nc2ccccc2c(=O)n1-c1ccc(F)cc1
37) O=C(Cn1c(C(F)(F)F)nc2ccccc21)c1ccc(Cl)cc1
38) COC(=O)c1ccc(CSc2nc(C(F)F)cc(C)c2C#N)o1
39) Cc1cc(OCC(=O)NCc2cccnc2)c2c(C)c(C)c(=O)oc2c1
40) Nc1cc(C(F)(F)F)ccc1N1CCOCC1
screen / no.,33,34,35,36,37,38,39,40
a7 integrin act,-16%,-40%,-38%,-46%[inhibitor],5%,4%,2%,19%
KCNH2 WT inh,-3,-6,-1,-3,8,1,1,-11
FBPA coupling cs,0,/,-1,-1,1,/,/,-1
A-T KAP1 phos,-1%,5%,10%,3%,2%,/,-7%,1%
MBNL1-CUG inh,?,4%,-1%,3%,4%,/,4%,/
TRPV1 agonist,-2,11,-2,2,?,/,-4,1
MLL CXXC-DNA inh,0%,-3%,-8%,-1%,12%,/,-4%,6%
KCNH2 3.1 block,11,-70*,-5,-1,-2,-6,0,0
S-ASM inh,-2%,-13%,-2%,-5%,-6%,0%,4%,9%
GALK inhibitor,4%,-3%,4%,1%,-8%,/,6%,0%
